BCLXL inh: blocks human Bcl-xL binding to Bim BH3 peptide. Q07817. GST-Bcl-xL / FITC-Bim BH3 peptide fluorescence polarization. inhibition, % at 10.9 µM. 320,000 tested, 0.7% active. AID 2129;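 active = inhibition above the mean of all tested compounds plus 3 SD, cutoff set per campaign, cut at about 30% in these data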;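 also: 0% = DMSO wells and 100% = unlabeled Bim-BH3 peptide competitor; inhibitors lower millipolarization by displacing the labeled peptide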
Target sequence (Q07817 whole entry, looked up): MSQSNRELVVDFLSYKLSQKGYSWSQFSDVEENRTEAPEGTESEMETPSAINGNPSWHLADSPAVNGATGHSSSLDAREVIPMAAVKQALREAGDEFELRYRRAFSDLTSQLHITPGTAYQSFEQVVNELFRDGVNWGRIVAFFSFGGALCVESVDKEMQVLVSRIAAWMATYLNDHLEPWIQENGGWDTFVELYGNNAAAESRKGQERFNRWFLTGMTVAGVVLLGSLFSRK
MCL1-BIM inh: MCL1-BIM-BH3 interaction inhibition (human); Q07820; GST-MCL1 / FITC-Bim-BH3 fluorescence polarization; inhibition, % at 10.9 µM; 320,000 tested, 0.68% active;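 active = inhibition above the mean inhibition of all tested compounds plus 3 SD, set per campaign, cut at about 40% in these data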;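 also: 0% = DMSO wells and 100% = unlabeled Bim-BH3 peptide control; higher means more loss of mP so more displacement of Bim peptide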
Fam108B counter: blocks mouse Fam108B hydrolase in RBBP9 counter-screen; recombinant Fam108B, FP-Rh probe fluorescence polarization; inhibition, % at 9.51 µM; 300,000 tested, 0.33% active;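 active = inhibition above the screen mean inhibition plus 3 SD, computed separately per campaign, cut at about 18% in these data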;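 also: inhibitors lower polarization as less probe binds the enzyme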
GRK2 aptamer HTS: human GRK2 inhibition via aptamer displacement; P25098; inhibition of aptamer binding, % at 10 µM; 330,000 tested, 0.59% active; bead flow cytometry, FAM-aptamer displacement from GRK2;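 active = inhibition of aptamer binding above 40%, roughly 3 SD of noise, on plates passing a quality check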;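 also: median bead fluorescence of bound FAM aptamer so fluorescent compounds give negative values; no value below 0 was filed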
Target sequence (P25098 whole entry, looked up): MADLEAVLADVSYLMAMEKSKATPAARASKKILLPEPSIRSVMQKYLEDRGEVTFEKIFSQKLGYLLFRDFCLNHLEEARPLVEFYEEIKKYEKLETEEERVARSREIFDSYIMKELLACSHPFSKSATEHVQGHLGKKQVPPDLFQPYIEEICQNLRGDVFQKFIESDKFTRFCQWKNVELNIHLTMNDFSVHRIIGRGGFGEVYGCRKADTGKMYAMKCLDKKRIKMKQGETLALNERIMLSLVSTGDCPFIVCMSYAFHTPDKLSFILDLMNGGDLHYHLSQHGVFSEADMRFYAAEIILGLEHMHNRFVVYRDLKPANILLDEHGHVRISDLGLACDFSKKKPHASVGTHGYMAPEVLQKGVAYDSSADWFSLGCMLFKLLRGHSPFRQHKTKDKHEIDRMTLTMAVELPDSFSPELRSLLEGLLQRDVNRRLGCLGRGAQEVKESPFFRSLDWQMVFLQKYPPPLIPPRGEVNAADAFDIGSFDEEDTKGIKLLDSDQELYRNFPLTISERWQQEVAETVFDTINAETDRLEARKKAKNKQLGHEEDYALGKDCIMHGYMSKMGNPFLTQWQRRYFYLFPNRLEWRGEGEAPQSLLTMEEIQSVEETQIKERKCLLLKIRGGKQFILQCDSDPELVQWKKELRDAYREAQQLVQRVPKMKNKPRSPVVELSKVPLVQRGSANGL
AGP1 TOR yeast: yeast TOR pathway AGP1-GFP modulation; S. cerevisiae AGP1-GFP multiplex flow cytometry, 3 h; GFP as percent of DMSO wells; GFP response vs DMSO, % at 10 µM; 320,000 tested, 0.02% active; AID 2066;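 active = GFP response relative to DMSO above a set limit, near screen average plus 3 SD, cut at about 150% in these data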;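 also: median GFP channel fluorescence of the gated AGP1 strain per well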
CIT2 TOR yeast: alters CIT2-GFP fluorescence in TOR pathway yeast screen; S. cerevisiae CIT2-GFP strain, flow cytometry, 3 h; 100 means same as DMSO wells; GFP response vs DMSO, % at 10 µM; 320,000 tested, 0.065% active; AID 2029;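 active = GFP response relative to DMSO above a set limit, near the screen mean plus 3 SD, cut at about 150% in these data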;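 also: ratio of well median GFP fluorescence to mean of DMSO wells on the plate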
VLA-4 inh: inhibition in a human VLA-4 binding assay | VLA-4 expressing cells, ligand binding flow cytometry | inhibition, % (about 7 µM as worked out from the volumes in the protocol) | 330,000 tested, 0.2% active; in the data active = inhibition above about 50%
GLD-1 RNA inh: GLD-1-TGE RNA interaction inhibition (C. elegans); Q17339; purified GLD-1 + fluorescein TGE RNA, fluorescence polarization; inhibition, % at 5.96 µM; 320,000 tested, 0.44% active; AID 2280;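 active = percent inhibition above a per-plate cutoff, the plate mean of test compounds plus 3 SD, cut at about 30% in these data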;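 also: 0% = DMSO wells with GLD-1 and probe and 100% = wells lacking GLD-1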
MEX-5 binding: C. elegans MEX-5 TCR-2 RNA binding activity | Q9XUB2 | MEX-5/FITC-TCR2 RNA binding, fluorescence polarization; active compounds read low | activity score (negative = inhibition of binding), % at 10 µM | 300,000 tested, 0.38% active | AID 1832;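 active = inhibition past about -25% in most replicates, and total fluorescence under double the plate's negative control median, limit read from the data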;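 also: 0% = DMSO and -100% = 5 µM competing unlabeled TCR2 RNA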
Numbers without * were called inactive; . = not tested or not shown.

SMILES	BCLXL inh	MCL1-BIM inh	Fam108B counter	GRK2 aptamer HTS	AGP1 TOR yeast	CIT2 TOR yeast	VLA-4 inh	GLD-1 RNA inh	MEX-5 binding
COc1ccc(NC(=O)NCCCN2CCCCC2C)cc1 (stereo unspecified)	9	3	-1	0	97	94	10	-2	0.0
COc1ccc(C2(C(F)(F)F)NC(=O)N(C)C(=O)N2C)cc1 (stereo unspecified)	-2	9	-2	0	102	99	7	6	0.2
O=S(=O)(Nc1ncnc2sccc12)c1cccc(F)c1	.	.	.	6	98	92	-5	-4	.
CC(C)(C)OC(=O)N[C@@H](Cc1ccccc1)C(=O)NCC1CCC(C(=O)O)CC1 (stereo partly specified)	3	1	1	0	104	104	-4	13	.
O=C(Nc1cc(N2CCOCC2)ncn1)c1ccccc1	6	5	6	0	100	100	4	3	-0.8
Cc1oc2c(C)c3oc(=O)c(CCC(=O)N4CCC(C(=O)NCCC(=O)O)(c5ccccc5)CC4)c(C)c3cc2c1C	7	7	-3	0	104	106	3	-2	-1.6
COc1cccc(C2C(C#N)=C(N)Oc3cc(C)oc(=O)c32)c1OC (stereo unspecified)	7	2	2	4	109	122	0	2	1.3
CC(C)C1OC(c2cccc(NC(=O)c3cccs3)c2)OCC1(C)C (stereo unspecified)	-9	-3	-6	2	86	90	8	2	-0.6
O=C(Nc1cc(Cl)ccc1N1CCOCC1)c1ccc(Br)o1	5	12	-2	3	111	107	13	-8	0.0
CN(C)/C=C/c1onc(-c2ccccc2Cl)c1C#N	-21	-40	-2	0	81	89	-7	-25	-4.3
CC1CCCC(NC(=O)CCn2c(=O)oc3ccccc32)C1C (stereo unspecified)	5	-2	1	3	99	113	-2	0	1.8
CSc1cccc(NC(=O)NNC(=O)C2CCN(S(=O)(=O)N(C)C)CC2)c1	4	-1	1	2	97	102	5	-4	2.5
Cc1ccc(S(=O)(=O)n2cccc2CO)cc1	-1	0	-1	3	90	95	32	1	-1.4
CN1CCN(CC(O)c2ccccc2)CC1 (stereo unspecified)	1	-5	5	1	105	96	4	5	1.0
COc1ccc(C(=O)N[C@H](C(=O)NC2CCCCC2)C(C)C)cc1	.	.	.	0	83	83	-1	-1	.
COc1ccc(OC)c(NC(=O)CSc2nc(O)cc(=O)n2CC(C)C)c1	.	.	.	0	100	98	-4	-3	.
O=C1/C(=C\c2ccccn2)SC(=S)N1Nc1ncc(C(F)(F)F)cc1Cl	-6	-9	-5	0	91	104	-6	-6	-3.3
Cc1cccc(NC(=O)CCSc2ccccc2)c1C	8	2	3	2	94	97	-2	-4	-1.9
N#C/C(=C\c1cc([N+](=O)[O-])c(N2CCOCC2)cc1N1CCOCC1)c1nc2ccccc2[nH]1	-1	-6	1	0	96	93	12	0	-3.0
Nc1ccccc1Nc1cc(-c2cccc(Cl)c2)nn1-c1ccccc1	14	22	11	0	99	100	-19	6	3.1
Cc1cc2cc(CNC(=O)c3ccc(S(=O)(=O)N4CCCCC4)cc3)ccc2n1C	17	22	-1	66*	99	94	-2	28	1.1
C=CCn1c(SCC(=O)N2CCCC2=O)nc2sc(CC)cc2c1=O	7	6	.	1	98	96	6	4	.
COc1ccc(/C(N)=N/O)c(OC)c1	2	-6	-1	8	113	102	-9	2	0.9
CCSc1nnc(NC(=O)C2C3C=CC(C3)C2C(=O)O)s1 (stereo unspecified)	3	6	-4	8	111	108	.	-2	-2.3
Cc1nnc(Sc2cc(C(=O)NCCCN(C)Cc3ccccc3)c3ccccc3n2)s1	-2	4	-1	0	90	95	17	3	1.8

Given with bars between the fields: part of the list above
Molecule | BCLXL inh | MCL1-BIM inh | Fam108B counter | GRK2 aptamer HTS | AGP1 TOR yeast | CIT2 TOR yeast | VLA-4 inh | GLD-1 RNA inh | MEX-5 binding
Cc1nnc(Sc2cc(C(=O)NCCCN(C)Cc3ccccc3)c3ccccc3n2)s1 | -2 | 4 | -1 | 0 | 90 | 95 | 17 | 3 | 1.8
O=S(=O)(Nc1ncnc2sccc12)c1cccc(F)c1 | . | . | . | 6 | 98 | 92 | -5 | -4 | .
CN(C)/C=C/c1onc(-c2ccccc2Cl)c1C#N | -21 | -40 | -2 | 0 | 81 | 89 | -7 | -25 | -4.3
CCSc1nnc(NC(=O)C2C3C=CC(C3)C2C(=O)O)s1 (stereo unspecified) | 3 | 6 | -4 | 8 | 111 | 108 | . | -2 | -2.3
COc1ccc(OC)c(NC(=O)CSc2nc(O)cc(=O)n2CC(C)C)c1 | . | . | . | 0 | 100 | 98 | -4 | -3 | .

(continued)
SMILES	BCLXL inh	MCL1-BIM inh	Fam108B counter	GRK2 aptamer HTS	AGP1 TOR yeast	CIT2 TOR yeast	VLA-4 inh	GLD-1 RNA inh	MEX-5 binding
O=C1[C@H]2[C@@H](C(=O)N1c1cccc3ccccc13)C1(C(=O)c3ccccc3C1=O)N1CCC[C@@H]21	12	10	3	0	105	.	4	7	2.6
O=C(O)c1ccc(N2CCCS2(=O)=O)cc1	7	3	4	0	61	96	-10	14	3.9
CCN(C[C@H]1N[C@@](Cc2ccccc2)(C(=O)OC)[C@H]2C(=O)N(C)C(=O)[C@@H]12)C(=O)Nc1ccccc1	.	.	.	0	92	94	31	-3	.
Cc1cccc(N(C(=O)CCC(=O)Nc2cc(C)on2)C(C(=O)NC2CCCC2)c2cccnc2)c1 (stereo unspecified)	4	-1	6	0	87	101	2	2	0.1
Cc1ccc(S(=O)(=O)N(C)C)cc1NC(=S)NNC(=O)C1CC1	5	7	5	1	105	110	4	3	-5.6
COC(=O)C(C)Sc1nc2c(cnn2-c2ccc(Cl)cc2)c(=O)[nH]1 (stereo unspecified)	3	13	1	0	101	104	-2	-3	1.5
Cc1cccc(C)c1NC(=O)c1cccnc1	3	-10	-3	1	98	107	27	1	-3.0
Cc1ccc(C)c(Nc2nc(-c3cccnc3)cs2)c1	1	5	-4	0	89	90	3	2	-0.5
NNC(=O)C1CC1(c1ccccc1)c1ccccc1 (stereo unspecified)	-2	-2	-1	1	102	97	12	30	-2.4
Cc1[nH]n(-c2ccccc2)c(=O)c1C(=O)Nc1ccccc1	4	6	2	1	88	97	-4	-1	0.1
Cn1cc(C(=O)c2ccc(Cl)cc2Cl)cc1C(=O)N/N=C(\N)COc1ccc(F)cc1	4	12	0	1	105	96	18	5	1.8
CC(C)(C)c1ccc(C(=O)OCC(=O)N2CCC(c3ccccc3)=N2)cc1	-7	-9	.	0	86	84	4	2	.
O=C(Nc1cccc(-c2csc(-c3ccccc3)n2)c1)c1cccs1	0	0	-49	4	97	95	-6	5	3.9
O=C(c1ccccc1)c1cccc(NC(=O)c2ccc(Br)o2)c1	0	-1	-2	1	99	94	8	-2	0.5
O=C(N/N=C1/CC2C=CCC12)c1ccco1 (stereo unspecified)	1	10	-4	0	93	101	18	7	-0.8
COC(=O)c1c(NC(=O)CN2C(=O)NC3(CCC(C)CC3)C2=O)sc2c1CCC2 (stereo unspecified)	-1	-2	.	4	97	90	14	5	.
Clc1cc(-c2ccc(/C=N/n3cnnc3)o2)ccc1Br	2	-7	-5	0	97	96	6	-3	-34*
Cc1cc(C)cc(C(=O)OCC(=O)NCCNC(=O)COC(=O)c2cc(C)cc(C)c2)c1	0	-2	-2	0	101	97	-3	0	0.9
COc1ccc(C(=O)Cn2c(NCCO)nc3ccccc32)cc1OC	-4	0	3	1	106	102	-2	9	0.7
CCOC(=O)[C@@H]1[C@H]2COc3ccccc3[C@@H]2N2C(=O)N(c3cccc(Cl)c3)C(=O)[C@@]12C	2	1	5	4	89	89	15	-1	2.3
Cc1cccc(N2C(=O)CC(Sc3ccccc3C(=O)O)C2=O)c1 (stereo unspecified)	6	15	2	4	121	91	15	7	-1.6
CCc1noc(C)c1C(=O)Nc1ccc(C#N)cc1	-3	-4	2	0	108	102	4	2	-1.6
O=C(CC(c1ccccc1)c1cc(Br)ccc1O)N1CCCC1 (stereo unspecified)	7	7	-3	1	79	95	11	3	0.7
O=C(NC(=S)NCCN1CCOCC1)c1ccccc1	3	6	-1	3	100	104	11	7	-2.0
COc1ccc(OCC(=O)Nc2ccccc2N2CCCCC2)cc1	6	8	0	0	93	88	19	2	0.1
Later entries:
SMILES	BCLXL inh	MCL1-BIM inh	Fam108B counter	GRK2 aptamer HTS	AGP1 TOR yeast	CIT2 TOR yeast	VLA-4 inh	GLD-1 RNA inh	MEX-5 binding
Cc1ccc(C)c(NC(=O)CSc2nnc(CCNC(=O)OC(C)(C)C)o2)c1	7	2	2	2	101	102	-4	7	0.2
CC1(C)CC(=O)C=C(c2cc3ccccc3s2)C1	4	1	3	0	103	102	9	2	-2.0
O=C(COC(=O)c1ccc(F)cc1F)Nc1ncccn1	23	32	-1	60*	106	106	-1	17	-8.7
CCOc1ccc(NC(=O)c2ccccc2O)cc1	1	-6	-3	0	90	94	-11	-2	2.9
c1ccc2c(-c3nn[nH]n3)cccc2c1	0	-4	1	8	106	113	22	0	1.4
COCc1ccc(C(=O)N2CCCC(Nc3ccc(C(C)C)cc3)C2)s1 (stereo unspecified)	4	9	5	0	93	97	18	4	-1.0
CCOc1ccccc1N1CCN(C(=O)NCc2ccc(Cl)cc2)CC1	-1	-2	5	0	95	93	5	-2	-0.6
O=C(Cc1ccccc1)Nc1nnc(-c2cccs2)s1	3	-4	-3	0	106	106	-2	-2	-0.2
O=C(CN1CCC(c2nc3ccccc3[nH]2)CC1)Nc1ccc2c(c1)OCO2	8	8	5	0	49	99	1	0	.
Cc1ccc(C(=O)N/N=C2\SCC(=O)N2c2cc(C)ccc2C)cc1	3	-1	-7	4	94	99	-1	4	-1.9
COc1ccc(NC(=S)N/C(=N/S(=O)(=O)c2ccc(C)cc2)c2ccccc2)cc1	7	9	-3	5	104	95	17	1	-1.6
COc1ccc(CC(NC(C)=O)C(=O)NC2CCN(C(=O)Nc3ccc(Cl)cc3)CC2)cc1OC (stereo unspecified)	0	3	-5	0	100	85	20	3	-0.6
O=C(NCc1ccc(F)cc1)C1(c2cccs2)CCOCC1	4	-2	0	2	104	101	5	-1	-0.2
COc1ccc(C(=O)NCCCOC(=O)c2ccc(OC)cc2)cc1	6	6	-6	2	93	96	4	-2	-1.2
COCCn1c(N)c(N(Cc2ccccc2)C(=O)CN2C(=O)NC(C)(c3ccccc3)C2=O)c(=O)[nH]c1=O (stereo unspecified)	0	-2	3	8	102	.	6	-2	-1.1
CC1CCC2(CC1)Nc1ccccc1C(=O)N2c1ccccc1 (stereo unspecified)	9	4	0	0	93	88	-3	6	-0.7
CC(C)Sc1nc2ccccc2n1CC(N)=O	0	5	1	7	105	107	-10	-1	-0.1
COc1ccccc1N1C(=O)CC(Sc2nccc(C)n2)C1=O (stereo unspecified)	3	2	-1	0	110	112	4	5	4.4
COc1ccc(CCNC(=O)CCc2ccccc2)cc1OC	4	6	5	1	105	101	4	-1	-1.5
Cc1cc(OCC(O)CN2CCc3ccccc3C2)ccc1Cl (stereo unspecified)	5	10	3	0	107	108	-5	9	1.7
COc1ccc(C(=O)C(C)OC(=O)c2cccc(S(=O)(=O)Nc3cc(Cl)c(OC)cc3OC)c2)cc1 (stereo unspecified)	7	12	-7	0	101	102	11	4	1.8
CC(C)(C)C(=O)Nc1ccccc1C(=O)Nc1cccnc1	7	10	2	0	87	85	17	4	1.7
CCCC[C@@H]1C[C@H]1[C@@H](NC(=O)c1cccs1)c1ccc(Cl)cc1	2	2	-8	0	102	94	15	2	-0.3
Cc1onc(-c2c(F)cccc2Cl)c1C(=O)N1CCc2ccccc2C1	5	-3	-1	0	112	105	8	1	-0.4
COc1ccc2cc(S(=O)(=O)N3CCCCCC3)ccc2c1	2	1	1	0	.	82	6	-6	2.5
